Nrf2 inh = blocks Nrf2 signaling; A549 ARE-Fluc reporter, luciferase luminescence, 18-24 h; Potency, µM (titrated, usually from 46 µM), for the others: at the highest dose activity change, negative = inhibition, most hits filed as inhibitors; 360,000 tested, 2.1% active; AID 504444; further: potency means the concentration at half of the fitted maximal effect; on the % scale 0 is the no-effect control and ±100 the full control effect; nearly all actives have a fitted effect of over 60% in size
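Quantitative HTS in A549 cells stably bearing an antioxidant response element-firefly luciferase construct. Inhibition of Nrf2-driven transcription was scored by luminescence after 18-24 h of compound exposure at 37 °C.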
Mm-Cpn inhibitor = inhibitors of Methanococcus maripaludis chaperonin (MmCpn); Potency, µM (titrated, usually from 76.9 µM), without a hit: at the top dose activity, negative = inhibition, hits mostly inhibitors; purified Mm-Cpn ATPase, ADP Transcreener TR-FRET; 330,000 tested, 0.031% active; further: potency means the concentration at half of the fitted maximal effect; on the % scale 0 is the no-effect control and ±100 the full control effect; nearly all actives have a fitted effect of over 80% in size
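Purified archaeal chaperonin (25 nM final) was preincubated with compound for 10 min at 37°C, then ATP (10 uM final) was added for 30 min at 37°C in Tris pH 7.4/KCl/MgCl2/DTT buffer. ADP was quantified by HTRF Transcreener TR-FRET.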
Akt phos inh = Akt phosphorylation inhibition | Neuro2A IGF-stimulated pAkt S473 HTRF, 20 min; stronger effect = lower value | activity change, % for hits at 50 µM | 360,000 tested, 0.32% active; in the data active means activity change below about -80%; inconclusive means mostly about -51% to -80%; further: on the % scale 0 is the no-effect control and ±100 the full control effect
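Neuro2A cells in DMEM with 0.5% FBS, overnight at 37 deg C, given compound at single 50 µM final, then IGF (6 nM final) for 20 min at 37 deg C. Lysed; phospho-Akt Ser473 by HTRF after 24 h, 665/615 ratio.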
TGFb inhibitor = inhibitors of TGF-b signaling; HepG2 CAGA-GFP TGF-b/SMAD3 reporter, GFP fluorescence, 18 h; TGF-beta stimulated, 500 pg/mL final; Potency, µM (top dose mostly 46.1 µM), for inactives: at the highest dose activity, negative = inhibition, usual class: inhibitors; 410,000 tested, 1.2% active; AID 588855; further: potency means the concentration at half of the fitted maximal effect; on the % scale 0 is the no-effect control and ±100 the full control effect; nearly all actives have a fitted effect of over 65% in size
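Using HEPG2 CAGA-GFP reporter cells at 1000 cells/well, we pinned test compounds, stimulated with recombinant TGF-beta (500 pg/mL final) and measured total well GFP after 18 h.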
Nrf2 activator = activates Nrf2 signaling | AREc32 ARE-luciferase reporter (MCF7-derived line), luminescence, 24 h | Potency, µM (top dose mostly 46.1 µM), for the others: top-dose activation, hits mostly activators | 410,000 tested, 0.31% active; further: potency means the concentration at half of the fitted maximal effect; % of control where 0% means no effect; nearly all actives have a fitted effect of over 65% in size
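Luciferase luminescence (Steady-Glo, 30 min at room temperature) served as the read-out of ARE activation in AREc32 cells treated with compounds for 24 hr at 37 deg C.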
A549 viability = A549 cytotoxicity, counter-screen for Nrf2 inhibitors; A549 ARE-Fluc cells, CellTiter-Fluor viability, 18-24 h; 390,000 tested, 0.16% active; Potency, µM (titrated, usually from 46 µM), without a hit: top-dose activity change, negative = cytotoxicity, usual class: inhibitors; further: potency means the concentration at half of the fitted maximal effect; on the % scale 0 is the no-effect control and ±100 the full control effect
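Cytotoxicity counterscreen: CellTiter-Fluor fluorescence was measured in A549 ARE_Fluc cells after 18-24 h of compound exposure in a concentration series. The subsequent BugLite luminescent read reports ARE-luciferase activity.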
HepG2 viability = HepG2 cytotoxicity, counter-screen for TGF-b inhibitors; 410,000 tested, 0.76% active; Potency, µM (top dose mostly 46.1 µM), for inactives: at the top dose activity change, negative = cytotoxicity, most hits filed as cytotoxic; HepG2 CAGA-GFP viability, ATP luminescence, 18 h; AID 588856; further: potency means the concentration at half of the fitted maximal effect; some results filed as inactive show a strong effect at the top dose
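CellTiter-Glo luminescence gave cytotoxicity after 18 hours at 37 degrees C. The cells were HepG2 CAGA-GFP in 1% FBS DMEM, stimulated with 500 pg/mL TGF-beta after compound addition. %Activity was normalised to no-cell wells (complete cell-killing) and DMSO (no toxicity), and curves were fitted and classified.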
Abeta yeast res = compounds reversing amyloid beta toxicity in yeast. 410,000 tested, 0.063% active. AID 1347071. yeast expressing A-beta42, growth rescue, OD600, 48 h; response scale: 0% DMSO, 100% iron-clioquinol control. Potency, µM (highest dose often 46.1 µM), without a hit: top-dose growth rescue, actives largely listed as activators; further: potency means the concentration at half of the fitted maximal effect; nearly all actives have a fitted effect of over 55% in size
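Growth rescue measured by 600 nm absorbance after 48 h yeast culture at 30 C with compound. Values normalized between DMSO and an equimolar ferric chloride plus clioquinol control.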
CCT modulator = cytosolic chaperonin activity modulation | AID 651819 | purified chaperonin ATPase assay, HTRF ADP detection, 30 min | 360,000 tested, 0.3% active | activity change, % (test concentration not listed), hits read low; in the data active means activity change below about -30%; further: on the % scale 0 is the no-effect control and ±100 the full control effect
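TRiC at 40 or 20 nM final (batch-dependent) in 30 mM Tris pH 7.4, 100 mM KCl, 5 mM MgCl2, 1 mM DTT, with compound at single 76 uM and 10 uM ATP, 30 min at 37 deg C. ADP detected by HTRF Transcreener, 665/615 ratio.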
Numbers without * were called inactive; i = inactive; ? = inconclusive; . = not tested or not shown; [ ] = another dose, or the depositor's remark. Unless noted, the call rests on the fitted dose curve; in most records, active means well fitted curve in the direction sought with a large enough effect; inconclusive means small, poorly fitted or top-dose-only effect, or another doubt; inactive means no such curve, though single readings can be large; an effect the other way counts as inactive or inconclusive.

SMILES | Nrf2 inh | Mm-Cpn inhibitor | Akt phos inh | TGFb inhibitor | Nrf2 activator | A549 viability | HepG2 viability | Abeta yeast res | CCT modulator
O=C(CCC(=O)N1CCN(C2CCCC2)CC1)Nc1nnc(C(F)(F)F)s1 | 5.6% | 2.1% | i | -2.9% | 0.3% | 1.4% | 7.7% | 9.0% | -1.3
CCC1CCCCN1C(=O)CCS(=O)(=O)c1ccc2c(c1)CCN2C(C)=O (centres undefined) | -29.8% | 3.5% | i | -11.1% | 0.3% | 0.0% | -24.9% | 1.0% | -3.2
Cc1cc(C)c(S(=O)(=O)N(C)c2ccccc2)c(C)c1 | -13.4% | -0.7% | i | -1.6% | 0.4% | 8.6% | -8.0% | 3.2% | 0.6
COc1ccc(N(Cc2cccs2)C(=O)c2ccc(Br)o2)cc1 | -16.1% | . | . | -50.1% | -1.6% | 2.1% | -4.2% | -12.0% | .
c1coc(-c2nnc3sc(C4CCCCC4)nn23)c1 | -18.6% | -0.8% | i | -20.2% | 0.4% | 0.0% | 0.2% | -21.2% | -0.3
CCN(CC)S(=O)(=O)c1ccc(C(=O)N2CCN(c3ncccn3)CC2)cc1 | -12.4% | 1.2% | i | 5.5% | 0.4% | -5.6% | -4.1% | -1.9% | -1.3
Cc1ccc(C(=O)COC(=O)c2ccc(O)cc2)cc1 | ? | -0.7% | i | -6.3% | 3.9% | 10.8% | -5.5% | 15.1% | 1.1
COC(=O)c1ccc(N2C(c3cccc(OC)c3)=Cc3ccc(F)cc3C2c2c(C)[nH]c3ccccc23)cc1 (centres undefined) | . | . | i | . | 4.3% | . | . | 4.2% | -1.2
CN(Cc1ccncc1)C1CC(=O)N(c2ccc(F)cc2)C1=O (centres undefined) | 8.8% | -0.8% | i | 2.8% | 0.1% | 17.3% | -3.6% | -5.6% | 0.8
Cc1cn(CC(=O)NCc2ccccc2)c(=O)[nH]c1=O | -4.2% | . | i | 54.9%[activator] | 0.5% | 0.5% | 0.2% | 7.8% | -2.2
CC1(C)COC(c2cc3c(cc2Br)OCO3)OC1 | 1.7% | . | i | -2.8% | -0.2% | -3.4% | -1.9% | 8.8% | -0.6
CN(C(=O)CSc1nnc(Cc2ccccc2F)n1N)C1CCCCC1 | ? | -6.8% | i | 1.1% | 1.9% | 4.8% | -0.6% | 12.4% | 0.9
CC(=O)[C@@]1(O)CC[C@H]2[C@@H]3CCC4=CC(=O)CC[C@]4(C)[C@H]3[C@@H](O)C[C@@]21C | ? | -3.2% | i | 13.2% | -0.2% | -1.2% | 25.8% | -11.4% | 1.6
COc1ccc(CCC(=O)N2c3ccccc3CC2C)cc1 (centres undefined) | -19.3% | -1.6% | i | 17.5% | 0.0% | -5.4% | -16.6% | -7.4% | -1.2
O=C(NCCCN1CCOCC1)/C(=C/c1cccnc1)NC(=O)c1ccccc1 | 17.6% | 3.2% | i | 4.3% | -0.2% | 3.6% | 10.3% | -18.7% | -2.7
COC(=O)COc1ccc(S(=O)(=O)N2CCCCCC2)cc1 | 6.2% | 2.9% | i | -6.0% | -0.4% | 1.7% | 1.9% | 7.6% | -0.6
O=C(OCc1cn([C@@H]2CN(C(=O)C3CCCCC3)[C@@H](c3ccc(Cl)cc3)C[C@H]2O)nn1)c1ccccc1 | . | . | i | 1.6% | 0.0% | . | 4.9% | 10.8% | -0.2
CN1CCN(CC(=O)NC2CCCCC2)CC1 | -0.5% | 1.8% | i | -5.5% | 0.2% | -19.8% | 7.1% | -28.0% | -2.0
Cc1nnc(SCC(=O)NNC(=O)c2ccco2)n1-c1cccc(Cl)c1 | 19.7% | 2.4% | i | 0.2% | 0.7% | 6.2% | -1.1% | -5.5% | -0.7
COC(=O)CCCC(=O)N1CCCC(N(C)CCc2ccccc2)C1 (centres undefined) | -2.2% | -1.4% | i | 10.8% | -0.3% | 5.2% | 29.1% | 21.4% | 0.8

Rewritten comma-delimited: part of the list above
Structure,Nrf2 inh,Mm-Cpn inhibitor,Akt phos inh,TGFb inhibitor,Nrf2 activator,A549 viability,HepG2 viability,Abeta yeast res,CCT modulator
O=C(CCC(=O)N1CCN(C2CCCC2)CC1)Nc1nnc(C(F)(F)F)s1,5.6%,2.1%,i,-2.9%,0.3%,1.4%,7.7%,9.0%,-1.3
CCC1CCCCN1C(=O)CCS(=O)(=O)c1ccc2c(c1)CCN2C(C)=O (centres undefined),-29.8%,3.5%,i,-11.1%,0.3%,0.0%,-24.9%,1.0%,-3.2
Cc1cc(C)c(S(=O)(=O)N(C)c2ccccc2)c(C)c1,-13.4%,-0.7%,i,-1.6%,0.4%,8.6%,-8.0%,3.2%,0.6
COc1ccc(N(Cc2cccs2)C(=O)c2ccc(Br)o2)cc1,-16.1%,.,.,-50.1%,-1.6%,2.1%,-4.2%,-12.0%,.
c1coc(-c2nnc3sc(C4CCCCC4)nn23)c1,-18.6%,-0.8%,i,-20.2%,0.4%,0.0%,0.2%,-21.2%,-0.3
CCN(CC)S(=O)(=O)c1ccc(C(=O)N2CCN(c3ncccn3)CC2)cc1,-12.4%,1.2%,i,5.5%,0.4%,-5.6%,-4.1%,-1.9%,-1.3
Cc1ccc(C(=O)COC(=O)c2ccc(O)cc2)cc1,?,-0.7%,i,-6.3%,3.9%,10.8%,-5.5%,15.1%,1.1

(next part)
SMILES | Nrf2 inh | Mm-Cpn inhibitor | Akt phos inh | TGFb inhibitor | Nrf2 activator | A549 viability | HepG2 viability | Abeta yeast res | CCT modulator
O=C(NCc1ccccc1)c1ccc(CS(=O)(=O)c2c(Cl)cccc2Cl)o1 | 3.4% | . | . | -28.6% | 2.6% | 0.9% | -21.8% | -7.5% | .
CCCS(=O)(=O)c1nc(S(=O)(=O)c2ccc(C)cc2)c(NCc2ccco2)s1 | -10.6% | -0.8% | i | ? | 0.5% | 16.4% | 8.3% | -2.2% | -0.4
CCCCn1c2c(c(=N)c3c1CCC3)CCC2 | 2.59µM* | 0.7% | i | ? | -1.1% | -14.5% | 3.8% | -12.4% | -1.0
Cc1ccc(/C=C2\SC(=S)N(CCCC(=O)N3CCOCC3)C2=O)cc1 | ? | 1.8% | i | 3.8% | 10.6% | -8.9% | 0.0% | 3.7% | -3.6
CC1CN(CCOCCSc2ccc(Cl)cc2)CC(C)O1 (centres undefined) | -25.0% | -4.4% | i | 0.7% | 0.3% | -0.3% | -0.5% | -22.8% | -2.4
CC(NC(=S)Nc1ccc(S(=O)(=O)N2CCOCC2)cc1)C1CC2CCC1C2 (centres undefined) | -21.9% | -2.3% | i | ? | -0.2% | 10.3% | -35.5% | 23.0% | 0.7
Cc1cc(=O)oc2c1ccc1ccccc12 | -6.8% | 0.7% | i | -6.4% | 2.3% | -0.1% | -13.6% | 1.4% | -2.8
COc1ccc(S(=O)(=O)N2CCCCCC2)cc1N(C)S(=O)(=O)c1ccccc1 | 23.1µM* | -0.2% | i | -9.0% | -0.2% | -8.7% | -20.4% | 9.6% | -2.6
O=c1c(C/C=C/c2ccccc2)c(O)nc2n1CCCS2 | ? | -0.6% | i | -14.1% | -0.7% | ? | -7.4% | 21.3% | -1.3
CCOC(=O)C1CCN(S(=O)(=O)c2cc(Br)cc3c2N(C(=O)CC)CC3)CC1 | -5.9%[9.27 µM] | . | . | -4.7% | -0.3% | -2.0% | -1.8% | -9.7% | .
COc1cccc(NC(=O)C2CC2)c1 | 10.0% | 0.8% | i | 7.0% | -0.9% | 1.8% | -11.2% | -1.2% | 0.5
CCOC(=O)COc1cccc2c(=O)n(CC(=O)N3CCN(C(=O)OCC)CC3)ccc12 | 7.2% | 5.1% | i | -9.1% | -2.0% | 3.2% | -29.1% | 4.7% | -1.8
Cc1cc2oc(=O)cc(C)c2c2occ(-c3ccc(Cl)cc3)c12 | 0.7% | . | . | 1.7% | -1.1% | 0.8% | 1.6% | 10.6% | .
O=[N+]([O-])c1cc([N+](=O)[O-])c(Oc2ccc(Cl)c3cccnc23)cc1NN1CCCCC1 | ? | 0.6% | i | 25.3% | 0.0% | -22.2% | 14.8% | -34.7%[inhibitor] | 0.0
Clc1ccc(-c2nnc(N3CCOCC3)o2)cc1 | ? | -0.7% | i | 1.6% | 2.1% | -3.8% | 15.5% | -4.1% | 0.5
Cc1cc(C(=O)NCC2CCCO2)sc1C (centres undefined) | ? | 1.4% | i | -16.1% | 2.2% | 4.8% | 4.3% | 9.7% | -0.2
CCOc1ccccc1C(=O)NC(C(=O)Nc1ccccc1N1CCOCC1)C(C)C (centres undefined) | -12.0% | -1.5% | i | 2.3% | -0.5% | -3.3% | -47.5% | 1.4% | -2.8
Cc1ccsc1C(=O)N1CCC1(C)C(=O)NS(=O)(=O)c1cccc(F)c1 (centres undefined) | . | . | i | 4.3% | 0.0% | . | -29.3% | 13.4% | 0.3
CC(=O)Nc1ccc(S(=O)(=O)NCCSCc2ccccc2Cl)cc1 | 10.3µM* | 0.8% | i | ? | -0.4% | -0.8% | -18.2% | 1.7% | -1.9
CCOC(=O)C(C(=O)OCC)C1N=C(N)N=C2Oc3ccccc3N21 (centres undefined) | 4.2% | 1.1% | i | ? | 2.5% | 2.5% | -39.6% | -9.6% | -2.0
C/C(=N\NC(=O)C12CCC(C)(C(=O)O1)C2(C)C)c1ccccc1O (centres undefined) | ? | 0.6% | i | ? | -0.3% | -2.8% | -45.2% | 4.0% | -1.6

Compound activity as filed in PubChem.
